POLB inh = qHTS Assay for Inhibitors of DNA Polymerase Beta; P06746; Pol beta primer extension/strand displacement, fluorescence kinetic; Potency, µM (highest dose often 114 µM), for inactives: top-dose activity change, negative = inhibition, actives largely listed as inhibitors; 1.3% of 340,000 active; AID 485314, 2010; also: potency is read from the fitted curve at half-maximal effect; % is scaled to controls: 0 for no effect and ±100 for the full control effect
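Pol beta (10 nM) and compounds were preincubated 15 min at room temperature, then 50 nM substrate (final) started primer extension/strand displacement. Reads were taken at 0 and 10 min; concentration-response data were fitted to a four-parameter Hill equation.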
TRHR ag = qHTS for Small Molecule Agonists and Allosteric Enhancers of Human TRH Receptor: Primary Screen for Agonists; 0.18% of 360,000 active; TRHR cells, calcium flux fluo-8, FDSS agonist mode; activation, % at 2 µM; Thyrotropin-releasing hormone receptor (Homo sapiens), P34981; in the data active = activation above about 30%; also: 0% is about no effect
Target sequence (P34981 whole entry, looked up): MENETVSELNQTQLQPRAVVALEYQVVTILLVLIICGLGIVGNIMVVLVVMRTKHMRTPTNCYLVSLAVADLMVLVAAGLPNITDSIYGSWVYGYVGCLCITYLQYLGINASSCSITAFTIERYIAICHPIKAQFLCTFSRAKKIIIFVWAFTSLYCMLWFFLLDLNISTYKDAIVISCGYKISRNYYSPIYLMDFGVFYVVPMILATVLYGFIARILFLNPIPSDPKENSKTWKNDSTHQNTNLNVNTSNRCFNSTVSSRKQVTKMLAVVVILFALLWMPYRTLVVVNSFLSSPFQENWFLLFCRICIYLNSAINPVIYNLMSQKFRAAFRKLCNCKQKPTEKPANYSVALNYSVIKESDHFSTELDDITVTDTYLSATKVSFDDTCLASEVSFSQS
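Agonist-mode FDSS calcium read (Ex 480/Em 530, 1 s cycles) in 1536-well TRHR cells with fluo-8 dye, after 10-cycle baseline and 23 nL compound addition; TRH at EC20 (10 nM final) added afterwards for the enhancer phase.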
POLK inh = qHTS for Inhibitors of Polymerase Kappa. DNA polymerase kappa (Homo sapiens), Q9UBT6. purified Pol kappa, fluorescent DNA synthesis assay, 10 min. Potency, µM (titrated, usually from 107 µM), inactives show top-dose activity, negative = inhibition, usual class: inhibitors. 0.53% of 400,000 active. AID 588579, 2011; also: potency is read from the fitted curve at half-maximal effect; % is scaled to controls: 0 for no effect and ±100 for the full control effect
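Activity was followed as the change in fluorescence between reads at 0 and 10 min after starting the reaction with 50 nM substrate. Beforehand, 10 nM polymerase had been preincubated with compound for 15 min at room temperature.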
APE1 inh = qHTS Assay for Inhibitors of the Human Apurinic/apyrimidinic Endonuclease 1 (APE1). DNA repair nuclease/redox regulator APEX1 (Homo sapiens), P27695. recombinant APE1, TAMRA/BHQ-2 abasic DNA cleavage fluorescence. Potency, µM (top dose mostly 65.8 µM), for the others: at the top dose activity change, negative = inhibition, usual class: inhibitors. 0.35% of 350,000 active;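 also: potency is read from the fitted curve at half-maximal effect; plate controls were vehicle for no effect and reference inhibitor for full effect; nearly all actives have a fitted effect of over 55% in size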
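Substrate: short duplex with […] THF abasic site, 5'-TAMRA and 3'-BHQ-2, 50 nM final. APE1 at 0.75 nM, preincubated 15 min RT with compound. Fluorescence increase from first to third read measured activity.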
POLI inh = qHTS for Inhibitors of Polymerase Iota; DNA polymerase iota (Homo sapiens), Q9UNA4; Pol iota fluorescent replication assay, 10 min; Potency, µM (titrated, usually from 115 µM), for the others: at the top dose activity, negative = inhibition, most hits filed as inhibitors; 1% of 390,000 active; AID 588590, 2011; also: potency is read from the fitted curve at half-maximal effect
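Fluorescent replication assay read twice, at 0 min and 10 min after adding 50 nM (final) substrate. Enzyme (10 nM) and compounds were first incubated 15 min at room temperature; enzyme-free buffer wells were negative controls.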
12-LOX inh = Primary qHTS assay for inhibitors of human arachidonate 12S-lipoxygenase (ALOX12): Round 2 | Polyunsaturated fatty acid lipoxygenase ALOX12 (Homo sapiens), P18054 | purified 12hLO, xylenol orange hydroperoxide absorbance | Potency, µM (series often up to 108 µM), for inactives: top-dose activity change, negative = inhibition, actives largely listed as inhibitors | 1.1% of 580,000 active; also: potency is read from the fitted curve at half-maximal effect; % is scaled to controls: 0 for no effect and ±100 for the full control effect
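Purified human 12hLO at 150 nM in 25 mM Hepes, 0.01% Triton X-100, pH 7.0, preincubated 15 min at room temperature with compound. Reaction started with 40 uM arachidonic acid, 30 min at room temperature. Hydroperoxide measured by Fe-xylenol orange, 573/405 nm absorbance ratio.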
ERG Ets-DNA blk = qHTS for Small Molecule Inhibitors of the ERG Ets/DNA interaction. Potency, µM (titrated, usually from 76.9 µM), without a hit: at the top dose FP activity, negative = inhibition, usual class: inhibitors. Transcriptional regulator ERG (Homo sapiens), P11308. 0.028% of 370,000 active. fluorescence polarization, His-ERG Ets domain / labelled DNA. AID 624246, 2012; active = well fitted inhibition curve with a large enough effect in the polarisation, with a control signal flat; inconclusive = small, poorly fitted or top-dose-only effect, or effect the other way, or a change in a side signal; inactive = no such curve, though single readings can be large or run the other way; the % refers to the polarisation;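 also: polarization taken with two DNA probes labelled with fluorescein and Texas red; potency is read from the fitted curve at half-maximal effect; % of control where 0% means no effect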
Target sequence (P11308 whole entry, looked up, the tested form may be a part): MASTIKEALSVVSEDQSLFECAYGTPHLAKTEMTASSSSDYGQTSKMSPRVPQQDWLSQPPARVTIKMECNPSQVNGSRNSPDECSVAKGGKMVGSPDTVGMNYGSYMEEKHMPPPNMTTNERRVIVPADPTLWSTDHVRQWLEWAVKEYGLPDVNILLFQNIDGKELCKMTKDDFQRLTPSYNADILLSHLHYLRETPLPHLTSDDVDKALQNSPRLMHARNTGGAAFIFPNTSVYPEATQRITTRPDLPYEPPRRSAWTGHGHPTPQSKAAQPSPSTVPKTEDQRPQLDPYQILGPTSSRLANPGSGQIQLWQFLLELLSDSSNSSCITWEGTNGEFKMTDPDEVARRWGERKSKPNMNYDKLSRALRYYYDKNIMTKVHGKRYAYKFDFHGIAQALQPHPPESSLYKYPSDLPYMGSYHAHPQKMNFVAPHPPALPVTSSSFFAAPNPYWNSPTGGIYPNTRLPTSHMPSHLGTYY
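His-tagged ERG Ets domain (1 uM in the protein solution; 300mM KCl, 50mM Tris-HCl, 1mM EDTA, 1mM DTT, pH 7.5) received compound, then a probe mix of 5 nM fluorescein-DNA and 100nM Texas-615-DNA. Fluorescence polarization was read for both dyes.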
Apoferritin bind = qHTS Assay for Identification of Novel General Anesthetics. Ferritin light chain (Equus caballus), P02791. apoferritin/1-aminoanthracene competitive binding, fluorescence. Potency, µM (highest dose often 77.5 µM), for inactives: top-dose activity change, negative = displacement, usual class: inhibitors. 0.074% of 350,000 active. AID 485281, 2010; also: potency is read from the fitted curve at half-maximal effect; % is scaled to controls: 0 for no effect and ±100 for the full control effect; nearly all actives have a fitted effect of over 20% in size
Target sequence (P02791 2-175 limits assumed): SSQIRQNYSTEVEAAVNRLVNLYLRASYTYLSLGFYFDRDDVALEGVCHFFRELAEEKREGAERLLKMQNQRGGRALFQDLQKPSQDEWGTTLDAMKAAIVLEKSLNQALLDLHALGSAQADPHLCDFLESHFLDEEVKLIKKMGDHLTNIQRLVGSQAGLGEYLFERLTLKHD
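Steps: apoferritin (10 uM) was premixed with half-saturated 1-AMA in PBS, compounds were pin-transferred, plates stood 10 min at room temperature, fluorescence was read at 380/535 nm, and curves were fitted with a Hill equation.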
BLM inh = qHTS Assay for Inhibitors of Bloom's syndrome helicase (BLM); Potency, µM (series often up to 56.1 µM), for inactives: at the highest dose activity change, negative = inhibition, hits mostly inhibitors; 0.2% of 350,000 active; recombinant BLM DNA unwinding, fluorescence dequenching; RecQ-like DNA helicase BLM (Homo sapiens), P54132;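 also: potency is read from the fitted curve at half-maximal effect; plate controls were vehicle for no effect and no enzyme for full effect; nearly all actives have a fitted effect of over 35% in size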
* = called active by the depositor; ? = inconclusive; nt = no result given; & = joins results of further samples; [ ] = dose if it differs, or a comment. Unless noted, calls follow the shape of the dose curve; as a rule, active = well fitted curve in the direction sought with a large enough effect; inconclusive = small, poorly fitted or top-dose-only effect, or another doubt; inactive = no such curve, though single readings can be large; an effect the other way counts as inactive or inconclusive.

Results follow in this order: POLB inh	TRHR ag	POLK inh	APE1 inh	POLI inh	12-LOX inh	ERG Ets-DNA blk	Apoferritin bind	BLM inh
- COc1ccc(S(=O)(=O)N2Cc3ccccc3CC2C(=O)Nc2ccc3c(c2)OCO3)cc1 (configuration not stated)
→ 7%	-0.3	-1%	-6%	13%	0%	-2%	-19%	-7%
- COc1cc(N)c(Cl)cc1C(=O)OCCCN1CCCCC1
→ nt	nt	6%&-5%[19.4 µM]	-2%&-2%	nt	0%	nt	0%	-10%
- CN1CCN(C(=O)c2cn(-c3ccccc3)nc2-c2cccs2)CC1
→ 38%	0.3	11%	13%	37%[activator]	-7%	2%	-4%	1%
- CC(C)C[C@@H](CN1C(=O)C(=O)NC[C@@H]1CC(C)C)NC(=O)Cc1ccccc1
→ nt	nt	3%	14%	11%	8%	9%	nt	nt
- N#CCCn1c(=O)c(-c2ccc(Cl)cc2)nc2cnc(OCc3ccccc3)nc21
→ nt	nt	-1%[60.1 µM]	-1%	nt	0%	nt	nt	0%
- O=C(O)CCN=C1CCc2ccccc2N1
→ 2%	-0.1	nt	0%	nt	nt	nt	-9%	-1%
- Fc1ccc(CCN2CCN=C2Nc2ccccc2)cc1
→ nt	7.7	18%	52%[activator]	11%	-21%	-11%	nt	nt
- Cc1cccc(OCC(=O)O/N=C(\N)Cc2ccc([N+](=O)[O-])cc2)c1
→ 21%	-0.5	-9%	10%	-10%	0%	7%	?	-5%
- COc1ccc2c(c1)SCCC2=O
→ -27%	-0.4	-3%	1%	6%	0%	-1%	-8%	-10%
- CCOC(=O)CCCCCCCCCCCCC1C=CCC1 (configuration not stated)
→ nt	nt	-7%[60.1 µM]	-2%	nt	nt	nt	-15%	2%
- CCC(C)(NC(=O)CNC(C)=O)C(=O)NC1CCCCC1 (configuration not stated)
→ 13%	0.4	-3%	-1%	6%	?	-24%	-5%	-3%
- CC(C)OCCCNC(=O)c1c(N)n(/N=C/c2ccccn2)c2nc3ccccc3nc12
→ 20%	-0.3	-9%	-2%	?	1%	6%	-14%	0%
- CC(C)Cn1c(=O)c(-[n+]2ccccc2)c([O-])c2ccccc21
→ 18%	-0.2	1%	-1%	22%	-8%	-14%	1%	-10%
- CCCCCn1c(CNC(=O)c2cccs2)nc2ccccc21
→ 26%	-0.4	-10%	-2%	20%	-3%	nt	8%	-5%
- NC(=O)c1cc(-c2cccnc2)nc2ccc(Br)cc12
→ 25%	0.2	-5%	-10%	7%	nt	-12%	2%	1%
- O=C(O)c1cc(Cl)c(Cl)cc1C(=O)NCc1ccco1
→ -11%	0.0	1%	7%	14%	?	15%	?	0%
- COc1ccc(N2C(=O)C(CC(=O)Nc3ccc(F)cc3)N(Cc3ccc4c(c3)OCO4)C2=O)cc1 (configuration not stated)
→ 6%	1.1	-19%	nt	27%	-24%	-1%	-13%	-5%
- CCC(C)(C)NC(=O)c1ccc2c(c1)S(=O)(=O)c1ccccc1C2=O
→ 35%	-0.3	-5%	11%	5%	0%[57.4 µM]	-1%	?	-5%
- Cc1ccc(C)c(NC(=O)CCNS(=O)(=O)c2ccc3[nH]c(=O)oc3c2)c1
→ 11µM*	0.4	3%	26%	-17%	23%	-17%	-2%	0%
- O=C(NOC(=O)c1c(F)cccc1Cl)c1ccc(Cl)c(Cl)c1
→ 11%	1.3	3%	26%	134%[activator]	0%	6%	-9%	0%
- CCOC(=O)c1ccc(N/C=C/C(=O)c2ccc(OC)cc2)cc1
→ 21%	-0.6	-5%	6%	30%	-28%	nt	-2%	0%
- CCCCC(=O)N/N=C/c1sccc1C
→ 44%	0.0	-11%	-1%	29%	-2%	2%	-13%	3%
- COc1ccc(/C=N/NC(=O)CN2CCCC2)cc1
→ 14%	0.7	2%	8%	?	15%	16%	-5%	0%
- O=C(COc1ccc2ccc(=O)oc2c1)Nc1nccs1
→ 0%	0.1	10%	72%[activator]	64%[activator]	-22%	0%	-7%	1%
- COc1ccc(-n2nc(C(=O)N3CCC(N4CCCCC4)CC3)c3c4ccccc4n(C)c3c2=O)cc1
→ 1%	0.3	-11%	18%	41%[activator]	-10%	12%	-6%	3%
- CC(=O)c1cccc(Nc2nc(-c3ccccc3Cl)nc3ccccc23)c1
→ 36%	0.7	-9%	nt	14%	26%&-19%	0%	-4%	-4%
- CNC(=O)c1[nH]cnc1C(=O)N[C@@H](CCCCNC(=O)OC(C)(C)C)C(=O)OC(C)(C)C
→ -2%	-0.2	-10%	-1%	7%	13%	-9%	-16%	1%
- CC(CN1C(C)CCCC1C)OC(=O)c1ccc(Cl)cc1 (configuration not stated)
→ -17%	0.2	-1%	-3%	-27%	-21%	-4%	-8%	-5%
- Cc1ccc(S(=O)(=O)NN2C(=O)/C(=C/c3ccc(F)cc3)SC2=S)cc1
→ 4%	0.0	-11%	4%	139%[activator]	-14%	34%[activator]	3%	-6%
- NC(=O)C1CCN(CC(=O)N2N=CCC2c2ccccc2)CC1 (configuration not stated)
→ 0%	0.8	-5%	4%	47%[activator]	2%	6%	1%	-2%

For convenience, two of the compounds above.
Results follow in this order: POLB inh	TRHR ag	POLK inh	APE1 inh	POLI inh	12-LOX inh	ERG Ets-DNA blk	Apoferritin bind	BLM inh
- CC(C)C[C@@H](CN1C(=O)C(=O)NC[C@@H]1CC(C)C)NC(=O)Cc1ccccc1
→ nt	nt	3%	14%	11%	8%	9%	nt	nt
- N#CCCn1c(=O)c(-c2ccc(Cl)cc2)nc2cnc(OCc3ccccc3)nc21
→ nt	nt	-1%[60.1 µM]	-1%	nt	0%	nt	nt	0%

The main list resumes with the two entries that preceded the break.
Results follow in this order: POLB inh	TRHR ag	POLK inh	APE1 inh	POLI inh	12-LOX inh	ERG Ets-DNA blk	Apoferritin bind	BLM inh
- Cc1ccc(S(=O)(=O)NN2C(=O)/C(=C/c3ccc(F)cc3)SC2=S)cc1
→ 4%	0.0	-11%	4%	139%[activator]	-14%	34%[activator]	3%	-6%
- NC(=O)C1CCN(CC(=O)N2N=CCC2c2ccccc2)CC1 (configuration not stated)
→ 0%	0.8	-5%	4%	47%[activator]	2%	6%	1%	-2%
- COc1ccc(N2CCN(C(=O)c3c(C)oc4nc(C)nc(N5CCCC5)c34)CC2)cc1
→ 1%	-1.1	-8%	nt	15%	0%	6%	-3%	2%
- O=C(c1cccc([N+](=O)[O-])c1)N1CCCN(C(=O)c2cccc([N+](=O)[O-])c2)CC1
→ 13%	0.3	-1%	1%	144%[activator]	7%	9%	3%	-1%
- COc1ccccc1N1CCN(CC(=O)Nc2nccs2)CC1
→ 19%	0.2	2%	10%	60%[activator]	20µM*	-8%	1%	-5%
- O=C(O)c1ccc2c(c1)C(=O)N(c1ccc(C(=O)OCC(=O)c3ccccc3)cc1)C2=O
→ nt	nt	3%	nt	33%[activator]	0%	-10%[15.4 µM]	nt	nt
- COc1ccc(S(=O)(=O)Nc2c(O)c3ccccc3oc2=O)cc1
→ -1%	-1.9	-4%	66%[activator]	16%	2%	0%	1%	-2%
- O=C(O)C1Nc2c(Cl)cc(Cl)c(Cl)c2C2C=CCC12 (configuration not stated)
→ nt	nt	28µM*	nt	10µM*	3.2µM*	3%	nt	nt
- CC(OC(=O)Cc1ccccc1[N+](=O)[O-])C(=O)Nc1ccc(Cl)cn1 (configuration not stated)
→ nt	-0.4	-7%	0%	22%	-7%	1%	nt	nt
- CCN(CC)c1cc2nonc2c2nonc12
→ 2%	-0.5	-9%[60.1 µM]	5%	?	3%	nt	?	-3%
- CCSC1=N/C(=C\C=C2/Oc3ccccc3N2CC)C(=O)S1
→ -22%	14	-6%	-3%	-18%	?	21%	-3%	-2%
- O=C(Nc1nc(-c2cccs2)cs1)c1ccc([N+](=O)[O-])o1
→ nt	0.5	-13%	-8%	?	?	-3%	nt	nt
- O=C(O)c1cccc(NS(=O)(=O)c2ccc(Cl)c(C(=O)Nc3cccc([N+](=O)[O-])c3)c2)c1
→ nt	nt	-9%	nt	174%[activator]	436%[activator]	-1%	nt	nt
- CC(=C1C(=O)c2ccccc2C1=O)N1CCN(Cc2ccccc2)CC1
→ -1%	1.1	5%	3%	36%[activator]	8%	2%	-17%	-4%
- Cc1nc(NNC(=O)c2ccc(Cl)cc2Cl)cc(-c2ccccc2)n1
→ 2%	-0.5	-4%	-3%	-8%	439%[activator]	-14%	-11%	0%
- COc1ccc(N2CCN(C(=O)C3CCN(C(=O)c4cccc(Cl)c4)CC3)CC2)cc1
→ 33%	-0.1	0%	25%	-4%	-18%	3%	-1%	-4%
- CCn1c(=O)c2cc(C(=O)N(CCCOC(C)C)Cc3ccco3)sc2c2ccccc21
→ 0%	1.1	-8%	nt	-15%	-17%	2%	-18%	-8%
- O=C(N/N=C/C=C/c1ccccc1[N+](=O)[O-])c1cccnc1
→ 5%	0.1	3%	5%	15%	0%	-8%	1%	-3%

Screens: PubChem BioAssay, National Center for Advancing Translational Sciences (NCATS)

A portion of the library (hit frequency here may not be typical).
